# High-throughput results as filed in PubChem.
# OXTR ag: agonists of human oxytocin receptor; AID 2435; P30559; 320,000 compounds, 0.32% hits; activation, % at 3 µM; CHO-OTR cells, Fluo-8 calcium fluorescence; normalized: DMSO 0%, oxytocin 100%;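 active means activation above the mean of all tested compounds plus 3 SD, cutoff set per screening run, cut at about 20% in these data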;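 further: peak over basal fluorescence ratio from a 100 s FLIPR kinetic read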
# PHOSPHO1 block: blocks human PHOSPHO1 phosphatase activity | Q8TCT1 | recombinant PHOSPHO1, absorbance phosphatase assay | inhibition, % at 13.3 µM | 290,000 compounds, 1.1% hits | AID 1565; in the data active means inhibition above about 60%
# Target sequence (Q8TCT1 whole entry, looked up): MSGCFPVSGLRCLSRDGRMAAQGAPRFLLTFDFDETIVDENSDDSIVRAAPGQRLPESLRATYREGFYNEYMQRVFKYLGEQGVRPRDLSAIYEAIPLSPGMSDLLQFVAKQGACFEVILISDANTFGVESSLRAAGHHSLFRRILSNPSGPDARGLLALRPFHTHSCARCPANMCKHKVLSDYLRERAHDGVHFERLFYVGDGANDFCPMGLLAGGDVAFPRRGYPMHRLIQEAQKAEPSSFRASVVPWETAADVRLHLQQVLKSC
# MEKK2wt PB1 HTS: raises or lowers MEK5 binding to wildtype human MEKK2 PB1 domain | Q9Y2U5 | bead flow cytometry, Alexa488-MEK5 binding to MEKK2 WT; actives lie on both sides | binding response (% of control), % at 10 µM | 290,000 compounds, 1.1% hits | AID 1531; in the data active means binding response below about 67% or above about 130%
# GalR3 antag: blocks the human galanin receptor 3 | O60755 | HEK293 GalR3-CNG cAMP membrane potential fluorescence; galR3 body fused to GalR1 C-terminus | inhibition, % at 3 µM | 360,000 compounds, 0.44% hits | AID 651719;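 active means inhibition above the screen-wide average plus 3 SD, cut at about 13% in these data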;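 further: forskolin and galanin both at EC90 stimulate the cells; cAMP rise reported by CNG channel membrane potential dye signal; 0% = forskolin plus galanin with DMSO and 100% = forskolin alone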
# Target sequence (O60755 1-299 limits assumed): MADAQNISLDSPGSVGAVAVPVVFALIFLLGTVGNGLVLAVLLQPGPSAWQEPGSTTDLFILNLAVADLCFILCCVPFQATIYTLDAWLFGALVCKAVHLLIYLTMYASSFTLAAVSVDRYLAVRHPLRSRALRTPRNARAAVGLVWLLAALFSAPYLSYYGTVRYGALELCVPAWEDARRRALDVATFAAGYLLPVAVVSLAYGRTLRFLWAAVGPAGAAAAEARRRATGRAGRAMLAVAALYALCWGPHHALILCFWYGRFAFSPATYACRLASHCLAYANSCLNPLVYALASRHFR
# GPR7 antagonist: antagonists of human GPR7 (neuropeptides B/W receptor 1); GPR7-expressing cells, fluorescence antagonist assay; 290,000 compounds, 1.1% hits; P48145; inhibition, % at 4.4 µM; in the data active means inhibition above about 16%, passing the limit was not always enough;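 further: cells stimulated with the agonist NPW; 0% = agonist with vehicle and 100% = vehicle without agonist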
# Target sequence (P48145 whole entry, looked up): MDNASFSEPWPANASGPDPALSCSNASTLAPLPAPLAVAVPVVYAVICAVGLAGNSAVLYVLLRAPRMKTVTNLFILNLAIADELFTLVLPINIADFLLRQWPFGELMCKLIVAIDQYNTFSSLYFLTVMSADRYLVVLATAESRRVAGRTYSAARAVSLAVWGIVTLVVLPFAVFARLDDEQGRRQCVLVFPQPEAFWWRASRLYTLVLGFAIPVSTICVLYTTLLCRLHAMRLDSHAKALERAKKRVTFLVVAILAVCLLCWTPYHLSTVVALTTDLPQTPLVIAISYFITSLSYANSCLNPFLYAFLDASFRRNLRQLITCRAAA
# V1R ag counter: activates human V1a receptor in oxytocin agonist counter-screen; P37288; CHO-V1R cells, Fluo-8 calcium fluorescence, agonist mode; 0% DMSO, 100% 3 nM vasopressin; activation, % at 3 µM; 320,000 compounds, 0.25% hits;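 active means activation above the mean activation of all tested compounds plus 3 SD, per screening run, cut at about 20% in these data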;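 further: signal is peak over basal fluorescence ratio across a 100 second FLIPR read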
# MEKK3 PB1 HTS: MEKK3-MEK5 PB1 interaction, increase or decrease; bead-based flow cytometry, Alexa488-MEK5 binding to MEKK3; actives lie on both sides; 0 = blocked by unlabeled MEK5, 100 = vehicle; binding response (% of control), % at 10 µM; 290,000 compounds, 1.4% hits; AID 1529;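 active means binding response more than 3 SD above or below the average of its plate-row segment, actives on both sides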;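 further: Alexa488 bead fluorescence after subtracting the streptavidin-only scavenger bead signal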
# MEKK2 mut-MEK5: signal of MEK5 binding to mutant human MEKK2 PB1 domain; bead flow cytometry, Alexa488-MEK5 binding to MEKK2 mutant; 290,000 compounds, 0.35% hits; percent response, % at 10 µM; in the data active means percent response above about 24%, passing the limit was not always enough; further: inactives centre near 1; some results filed as inactive read as strong as hits; reference of the scale not given here
# NALP1 yeast inh: NALP1 inhibition; S. cerevisiae NALP1/ASC/caspase-1 growth, X-gal OD620, 72 h; inhibition, % at 10 µM; 280,000 compounds, 0.61% hits; AID 2071; in the data active means inhibition mostly above about 24%, no sharp cut-off; inactive means mostly below about 32%; further: some compounds called inactive have numbers as strong as hits
# Active calls of the source: *; x = not tested or not shown; & = joins results of further samples; [ ] = remark or other dose.
SMILES,OXTR ag,PHOSPHO1 block,MEKK2wt PB1 HTS,GalR3 antag,GPR7 antagonist,V1R ag counter,MEKK3 PB1 HTS,MEKK2 mut-MEK5,NALP1 yeast inh
CN1CCc2cc(Cl)c(O)cc2[C@@H](c2ccccc2)C1,0.1,16,110&91,x,7,0.1,104&98,2&-3,0
COC(=O)c1ccc(NC(=O)C2CCN(S(C)(=O)=O)CC2)cc1,0.3,2,94,-8,1,0.9,99,-2,-2
Cc1ccccc1NC(=S)/C(=C(\[O-])c1ccc(C)c([N+](=O)[O-])c1)[n+]1ccccc1,-0.7,-33,98,-3,-9,-0.4,99,-1,x
Cc1c(Cl)cccc1NC(=O)CSc1nnc(CCNC(=O)OC(C)(C)C)o1,3.8,-31,99,-6,-11,3.0,102,-4,-6
CC(C)CCNC(=O)c1cc(-c2cccs2)nc2ccccc12,0.4,14,99,-9,6,1.0,101,-1,0
O=C(CN1C(=O)NC2(CCCCCC2)C1=O)NCc1cccs1,0.1,-5,95,-5,16,0.9,91,-4,14
CCCC(=O)OCCNC(=O)c1cc2ccccc2oc1=O,-0.9,29,101,-1,-3,0.8,99,-5,6
COc1cccc(C2=NOC(C(=O)Nc3ccc4c(c3)OCO4)C2)c1 (configuration not stated),0.4,-2,95,-1,-4,0.8,102,-3,-7
NC(=O)c1sc2nc3c(c(-c4ccco4)c2c1N)CCC3,-1.2,51,105,-6,-6,-0.8,105,1,0
Cc1c(CC(=O)NC(C)C)c(=O)oc2cc3c(cc12)CCC(C)(C)O3,3.2,6,105,-8,11,2.3,102,4,5
Cc1ccc(N2C(=O)C(NC(=O)c3ccccc3)(C(F)(F)F)C3=C2CC(C)(C)CC3=O)cc1 (configuration not stated),-0.5,7,106,1,4,0.5,106,-1,20
Cn1nc(C(=O)Nc2ccccc2)c2c1-c1ccccc1S(=O)(=O)C2,2.6,22,100,1,-4,2.8,100,2,-6
CCOC(=O)C1CCN(C(C(=O)Nc2ccc3c(c2)OCCO3)c2ccccc2)CC1 (configuration not stated),-0.7,-36,110,-4,2,-0.4,104,3,6
Cc1ccccc1N(CC(=O)NC1CCCC1)C(=O)C1(C)CC(=O)N=C2C=CC=CN21 (configuration not stated),0.8,6,68,0,-11,1.5,46*[inhibitor],-4,-1
O=C(N/N=C/c1ccc[nH]1)c1ccccc1O,0.1,24,97,5,0,-1.2,102,-8,-18
O=C(CCCOc1ccccc1)NC1CCCc2ccccc21 (configuration not stated),-2.4,14,104,-2,-3,-1.4,101,-2,37
O=C(CSc1nnc(-c2ccc(F)cc2)n1CC1CCCO1)NCc1ccco1 (configuration not stated),-0.6,53,114,-5,0,0.6,105,5,20
c1ccc(-c2nnc(SCc3nc4ccccc4[nH]3)n2Cc2ccco2)cc1,-0.4,96*,102,-5,6,2.2,102,4,14
CC(=O)N1c2ccc(S(=O)(=O)N3CCC(C(=O)Nc4ccc(C)cn4)CC3)cc2CC1C (configuration not stated),0.8,31,99,-10,-4,5.5,98,0,8
Cc1cnn(C(=S)NCCc2ccccc2)c1,-1.3,4,108,-4,-13,-1.2,104,4,12
COc1ccc(-c2nc(CSCC(=O)NCCCN3CCCC3=O)c(C)o2)cc1,-0.6,34,102,-8,-5,-0.3,99,0,22
COc1ccc(C(C(=O)NC2CCCC2)N(C(=O)c2ccco2)c2ccc(OC)c(OC)c2)cc1 (configuration not stated),-0.8,4,104,-3,-9,-0.1,108,3,5
COc1ccc(NC(=O)C2CCN(C(=O)NC3CCCCC3)CC2)c(OC)c1,0.1,-8,105,-1,-3,-0.2,104,2,1
O=C(CCCNC(=O)/C(=C\c1ccc(F)cc1)NC(=O)c1ccccc1)OCc1ccccc1,-2.2,32,100,3,-5,0.6,102,5,-14
CS(=O)(=O)c1ccc2nc(NC(=O)C3CC(=O)N(c4ccc(F)cc4)C3)sc2c1 (configuration not stated),0.2,36,101,-8,-6,2.6,104,1,11

# The last five compounds of the section above are carried over, then new ones follow:
SMILES,OXTR ag,PHOSPHO1 block,MEKK2wt PB1 HTS,GalR3 antag,GPR7 antagonist,V1R ag counter,MEKK3 PB1 HTS,MEKK2 mut-MEK5,NALP1 yeast inh
COc1ccc(-c2nc(CSCC(=O)NCCCN3CCCC3=O)c(C)o2)cc1,-0.6,34,102,-8,-5,-0.3,99,0,22
COc1ccc(C(C(=O)NC2CCCC2)N(C(=O)c2ccco2)c2ccc(OC)c(OC)c2)cc1 (configuration not stated),-0.8,4,104,-3,-9,-0.1,108,3,5
COc1ccc(NC(=O)C2CCN(C(=O)NC3CCCCC3)CC2)c(OC)c1,0.1,-8,105,-1,-3,-0.2,104,2,1
O=C(CCCNC(=O)/C(=C\c1ccc(F)cc1)NC(=O)c1ccccc1)OCc1ccccc1,-2.2,32,100,3,-5,0.6,102,5,-14
CS(=O)(=O)c1ccc2nc(NC(=O)C3CC(=O)N(c4ccc(F)cc4)C3)sc2c1 (configuration not stated),0.2,36,101,-8,-6,2.6,104,1,11
CCn1c(COc2ccccc2)nnc1SCC(=O)NC1CC1,0.2,-28,105,0,-17,0.2,100,4,10
C[C@@H](C(=O)Nc1ccc2ccccc2c1)[C@@H]1C[C@@]1(C)[C@@H](N)c1ccccc1,4.9,x,115,-5,x,0.7,104,6,x
CN(CC(=O)Nc1ccc(N2CCOCC2)cc1)CC(=O)Nc1cccc(C#N)c1,0.1,-2,94,-6,3,-0.6,99,-1,29
COc1ccc(-n2c(=S)[nH]c3cc(C(=O)NCc4ccco4)ccc3c2=O)c(OC)c1,0.5,21,83,-1,18,1.8,86,-4,12
CCCc1cc(C(=O)N2CCCC(C(=O)c3cccc4ccccc34)C2)n(C)n1 (configuration not stated),3.9,23,93,-3,10,4.5,97,-3,-14
COC(=O)COc1ccc(/C=C2\SC(=O)N(CC(=O)Nc3ccccc3F)C2=O)cc1,-0.1,8,97,-3,0,3.0,95,3,27
Cc1ccc(C(=O)Nc2nc3ccc(S(C)(=O)=O)cc3s2)cc1C,-0.9,23,108,-8,-9,-0.4,106,10,17
CC(C)CNC(=O)c1c2c(nc3ccccc13)-c1ccccc1CC2,-2.5,0,107,-8,-7,-0.8,106,2,7
Clc1ccc(/C=N/NC2=Nc3cccc4cccc2c34)cc1,-1.6,-4,91,-10,-6,-0.2,100,11,31
O=C(NC(=S)Nc1cccc(Cl)c1N1CCCCC1)c1ccco1,-0.6,15,105,x,-9,-0.4,102,4,4
COc1ccccc1C(=O)C1CCCN(C(=O)c2cc(C(C)C)no2)C1 (configuration not stated),-1.7,52,102,-5,-6,-0.1,103,2,1
O=C(NNC(=O)C1CCCO1)c1ccc([N+](=O)[O-])cc1 (configuration not stated),0.8,24,101,-10,-5,0.0,101,4,10
COc1ccc(C(=O)NCC(=O)N/N=C/c2cccnc2)cc1OC,-0.2,38,104,8,-10,0.2,103,-3,29
CCOC(=O)c1ccccc1NC(=O)CC(C)CC(=O)O (configuration not stated),0.0,12,108,7,-4,1.0,106,14,x
CN1CCc2ccccc2C1Cc1ccccc1NC(=O)c1sc2ccccc2c1Cl (configuration not stated),-0.6,39,103,-1,-14,-0.9,100,9,18
N#CCc1ccc(OC(=O)Nc2ccccc2)cc1,0.7,44,106,-9,-9,1.1,106,9,9
COc1cc(NC(=O)c2cccs2)c(OC)cc1NC(=O)c1ccco1,-1.2,4,94,-2,-5,1.9,94,-1,18
O=C(Nc1nnc(-c2ccccc2Cl)o1)c1cc2cc([N+](=O)[O-])ccc2s1,x,3,101,x,-2,x,100,-1,9
Cc1ccnc2nc(NC(=O)c3ccco3)nn12,0.3,30,104,2,-25,-0.5,102,2,12
Cc1ccc(S(=O)(=O)NC(=O)Nc2nnc(C)s2)cc1,-0.6,18,0.0*[inhibitor],1,-6,-0.8,0.0*[inhibitor],-16,37
O=C(CN1C(=O)NC2(CCCCC2)C1=O)NCCC1=CCCCC1,-0.5,-2,96,-7,3,-0.1,94,-3,3
CC(NCc1ccc(F)cc1)C(=O)NC1CCCCC1 (configuration not stated),-0.4,8,92,-4,3,0.2,97,-13,44*
CCOc1ccc(/C=C/C(=O)Nc2ccccc2C(F)(F)F)cc1,0.9,-14,92,-4,-3,-0.9,86,-2,18
O=C(COC(=O)c1cc(=O)[nH]c(=O)[nH]1)Nc1cccc(S(=O)(=O)N2CCCCC2)c1,0.1,-45,98,-1,3,-0.7,100,-1,7
CC1=C(C(=O)Nc2ccc(C)cn2)C(c2cnn(C)c2)C2=C(CCCC2=O)N1 (configuration not stated),1.0,4,105,0,1,1.5,104,2,15
SMILES,OXTR ag,PHOSPHO1 block,MEKK2wt PB1 HTS,GalR3 antag,GPR7 antagonist,V1R ag counter,MEKK3 PB1 HTS,MEKK2 mut-MEK5,NALP1 yeast inh
O=C(Cc1ccc(F)cc1)Nc1ccc2[nH]ncc2c1,-0.1,8,82,-8,-4,1.2,70,-7,18
Cc1cc(C)cc(OCC(=O)NNC(=O)CN2C(=O)c3ccccc3C2=O)c1,0.4,3,108,-4,-3,-0.1,97,9,25
COc1cc(OC)c(N(C)S(=O)(=O)c2cccc(C(=O)OCC(=O)c3c[nH]c4ccccc34)c2)cc1Cl,0.8,-2,99,-10,-6,0.2,95,1,36
Cc1cccnc1NC(=O)c1nn(C)c2c1CS(=O)(=O)c1ccccc1-2,1.2,34,100,0,1,1.3,105,3,15
O=C(Nc1c(F)c(F)c(F)c(F)c1F)NC1CCCCC1,-0.9,-7,99,-2,-2,1.1,103,1,10
COc1ccc(O)c(C(=O)c2coc(=N)c(C(=O)Nc3ccc(SC(F)F)cc3)c2)c1,6.3,-2,68,-4,8,6.8,69,-31,26
O=C(CN1C(=O)CCSc2ccc(S(=O)(=O)N3CCCC3)cc21)Nc1ccccc1Cl,0.7,30,93,-10,9,2.4,94,-3,-17
Cc1cccc(NS(=O)(=O)c2ccc(NC(=O)N3CCCCC3)cc2)c1,9.3,43,109,2,-2,13,103,11,2
Cc1cc(S(=O)(=O)N2CCCCCC2)c(Cl)cc1Cl,-2.9,-15,113,-5,-15,-2.0,117,4,-4
O=C(COC(=O)Cc1ccc(Cl)cc1)Nc1ccccc1F,-2.0,24,101,-3,-7,-0.7,104,-1,12
CC(C)CNC(=O)c1cccc(NC(=O)Cc2ccc(Cl)cc2)c1,0.4,-8,97,-10,-3,2.5,96,-1,33
O=C(CCNC(=O)Cn1ccc2ccccc2c1=O)NCCc1ccccc1Cl,-1.8,-5,101,-5,-11,-2.0,86,0,5
O=C(NCc1cccnc1)Nc1cccc(NC(=O)NCc2cccnc2)c1F,-1.3,13,97,4,2,0.6,90,-16,x
COc1ccc(CCCC(=O)NCc2ccccc2)cc1C,-3.1,-6,94,-6,5,-0.8,93,-2,30
CCOC(=O)c1ccc(-c2ccc(C3Nc4ccccc4C(=O)N3O)o2)cc1 (configuration not stated),-0.9,-9,96,-2,-14,1.9,99,1,10
O=C(Nc1cccc(Cl)c1N1CCOCC1)c1ccc([N+](=O)[O-])o1,-0.4,19,90,-8,-10,-1.1,99,-7,x
COc1cc(C(=O)N(CCc2ccccc2)C2CC3CCC(C2)N3C)cc(OC)c1OC (configuration not stated),0.5,-25,115,1,-1,0.2,108,21,23
CC1(C)CC(=O)C=C(Nc2ccc(F)cc2)C1,0.2,-11,104,-6,-10,0.0,103,3,x
COCc1cc(C)nc(SCc2ccc([N+](=O)[O-])cc2)c1C#N,-0.9,24,101,-7,29*,0.8,102,0,14
C/C(=C\C(=O)C(F)(F)F)Nc1ccc(C)cc1,-0.6,-3,93,-2,-5,1.6,95,-3,30
CCc1c(O)nc(SCC(=O)Nc2ccc(C)cc2)n(C2CCCCC2)c1=O,3.1,12,91,-9,-10,2.9,93,-6,25
